# Screening results: PubChem, several laboratories
# PLK1 kinase inh – inhibitors of human PLK1 kinase | recombinant PLK1 kinase, TR-FRET peptide phosphorylation | 97,000 tested, 0.53% active | inhibition, % at 10 µM;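 active = inhibition of 50% or more in the single-concentration screen; inactive = inhibition below 50%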;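 note: 0% = DMSO max control and 100% = H-89 dihydrochloride min control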
# PLAP act – activators of human placental alkaline phosphatase | P05187 | purified PLAP enzyme, luminescent substrate read-out; stronger effect = higher value | activation fold at 20 µM | 96,000 tested, 1.2% active | AID 696; in the data active = activation fold above about 2
# Target sequence (P05187 whole entry, looked up): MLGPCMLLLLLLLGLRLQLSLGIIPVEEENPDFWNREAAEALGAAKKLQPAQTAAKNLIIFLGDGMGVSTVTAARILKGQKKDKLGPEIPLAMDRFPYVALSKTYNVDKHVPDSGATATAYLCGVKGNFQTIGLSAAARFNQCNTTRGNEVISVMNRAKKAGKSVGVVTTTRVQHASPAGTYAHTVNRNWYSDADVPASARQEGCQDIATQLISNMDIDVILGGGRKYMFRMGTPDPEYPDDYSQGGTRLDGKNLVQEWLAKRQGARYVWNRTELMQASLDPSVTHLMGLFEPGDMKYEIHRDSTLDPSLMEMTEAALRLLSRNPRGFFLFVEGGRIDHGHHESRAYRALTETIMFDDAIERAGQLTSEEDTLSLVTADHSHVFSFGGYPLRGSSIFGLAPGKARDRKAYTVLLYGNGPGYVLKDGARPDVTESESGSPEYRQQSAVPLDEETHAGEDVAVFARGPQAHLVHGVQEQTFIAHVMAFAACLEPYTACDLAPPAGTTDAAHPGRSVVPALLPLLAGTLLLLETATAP
# Rev-RRE block – inhibitors of HIV-1 Rev-RRE RNA interaction | P05866 | Rev peptide-RRE RNA binding, FRET | inhibition, % at 8 µM | 97,000 tested, 0.79% active;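 active = inhibition above the screen-wide mean plus 3 SD, cut at about 35% in these data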;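 note: 0% = median DMSO wells and 100% = median Neomycin B control wells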
# Target sequence (P05866 whole entry, looked up): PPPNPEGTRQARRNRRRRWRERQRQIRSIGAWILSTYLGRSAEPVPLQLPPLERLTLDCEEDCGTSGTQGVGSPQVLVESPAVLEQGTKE
#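 Test system: Cy5-tagged RRE RNA duplex with fluorescein-tagged Rev peptide; Probe or stimulus: labelled Rev peptide; Schedule: 5 min preincubation and 15 min binding, 25 °C; Signal: FRET fluorescence readout; Evaluation: % inhibition from 671/540 nm acceptor-to-donor ratio, scaled between controls; Control set: DMSO and neomycin B.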
# EphB4 antag – antagonists of human EphB4-ephrin-B2 interaction; EphB4 LBD / TNYL-RAW-Alexa532 peptide, fluorescence polarization; inhibition, % at 7 µM; 97,000 tested, 0.15% active; P54760;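 active = inhibition above the screen-wide mean inhibition plus 3 SD, cut at about 15% in these data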;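 note: 0% = DMSO wells and 100% = excess unlabeled TNYL-RAW peptide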
# CYP2C9 inh – blocks human cytochrome P450 2C9; P11712; inhibition, % at 5 µM; CYP2C9 Supersomes, luciferin-H conversion, luminescence; 96,000 tested, 20% active;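 active = blocking of liver enzyme CYP2C9 beyond about 50% at 5 µM, limit read from the data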; note: values of inactives mirror those of a sister screen read the other way
# CYP2C19 inh – blocks human cytochrome P450 2C19; CYP2C19 Supersomes, luciferin-H EGE luminescence, 30 min; 96,000 tested, 21% active; P33261; inhibition, % at 5 µM;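 active = CYP2C19 inhibition above a set limit at 5 µM in the primary screen, cut at about 50% in these data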;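 note: plate controls were negative control wells for no effect and 2.5 mM tranylcypromine positive control for full effect; values of inactives mirror those of a sister screen read the other way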
# CYP2C19 act – cytochrome P450 2C19 (human) activation. P33261. recombinant CYP2C19, luciferin-H EGE luminescence; stronger effect = higher value; 0 = fully inhibited enzyme, 1 = untreated enzyme. activation factor at 5 µM. 96,000 tested, under 10 active. AID 1025;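 active = activation factor of at least 2 at 5 µM in the primary screen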;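 note: 0 = wells with 2.5 mM tranylcypromine and 1 = vehicle-only wells; values of inactives mirror those of a sister screen read the other way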
# PLK1 PBD inh – blocks phosphopeptide binding to human Plk1 polo box domain. Plk1 PBD phosphopeptide binding, fluorescence polarization. inhibition, %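 (tested at about 20 µM)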. 97,000 tested, 0.13% active. P53350. AID 693; in the data active = inhibition above about 34%, passing the limit was not always enough
# CYP2C9 activ – increases human cytochrome P450 2C9 activity; P11712; recombinant CYP2C9, luciferin-H conversion, luminescence; stronger effect = higher value; factor 1 = untreated enzyme, 0 = blocked; activation factor at 5 µM; 96,000 tested, 1.4% active;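 active = activation factor of 2 or more for CYP2C9 at a 5 µM dose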;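 note: 0 = sulfaphenazole-blocked wells and 1 = vehicle-only wells; values of inactives mirror those of a sister screen read the other way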
# An asterisk follows results filed as active; . = not tested or not shown; & = joins results of further samples.
SMILES,PLK1 kinase inh,PLAP act,Rev-RRE block,EphB4 antag,CYP2C9 inh,CYP2C19 inh,CYP2C19 act,PLK1 PBD inh,CYP2C9 activ
CC1=NN(Cc2ccccc2)C(=O)/C1=C/c1ccc(N(C)C)cc1,-19,0.6,13,8,14,10,0.9,-23,0.9
COC(=O)c1ccccc1NC(=O)CSc1nnnn1-c1ccc(C)cc1C,-12,0.9,1,0,-38,20,0.8,15,1.4
Cc1cc(NC(=O)CSc2nnc(-c3ccc(S(=O)(=O)N4CCCC4)cc3)n2C)no1,21,1,7,-2,5,-14,1.1,-8,0.9
O=C(Nc1nccs1)c1ccc(Cl)c(S(=O)(=O)N2CCCCC2)c1,-2,0.9,-4,4,53*,65*,0.3,3,0.5
CC(CCc1ccccc1)NC(=O)/C=C/c1ccccc1 (stereo unspecified),-17,0.9,7,0,46,52*,0.5,-26,0.5
Cn1cccc1C(=O)C(=O)Nc1cccc(Cl)c1Cl,-12,0.9,9,3,-99,28,0.7,-8,2*
O=C(CSc1ncc(-c2ccccc2)[nH]1)Nc1ccccc1,16,0.8,6,8,56*,75*,0.2,-3,0.4
COCCCNC(=O)C1CC(=O)N(C2CCCC2)C1 (stereo unspecified),-16,1,7,-3,-1,-20,1.2,10,1
CCOC(=O)Cc1csc2nc3sc(C)c(C)c3c(=O)n12,-16,0.9,5,4,17,56*,0.4,1,0.8
Cc1c(NC(=O)c2cc(-n3cnnc3)ccc2Cl)cccc1-c1nc2ccccc2s1,-4,1.3,2,6,19,4,1,-8,0.8
COCCn1c(NCc2ccccc2)nc2c1c(=O)[nH]c(=O)n2C,-32,0.8,3,-3,-3,-8,1.1,4,1
N#Cc1ncc(C(F)(F)F)cc1Sc1ccccc1N,-12,1,4,2,8,37,0.6,-22,0.9
NC(=O)c1ccccc1NC(=O)/C=C/c1ccc(Cl)cc1,-8,1,4,3,9,15,0.8,-25,0.9
O=[N+]([O-])c1ccc(N=Nc2ccc(O)cc2O)cc1,-7,0.7,2,2,57*,69*,0.3,-9,0.4
CCOc1[nH]n(-c2ccc(Cl)cc2)c(=O)c1C=Nc1ccc(C)cc1,-11,1.2,3,-4,14,2,1,-24,0.9
O=C(NC1CCCCC1)C1CCN(S(=O)(=O)c2cccc3cccnc23)CC1,-22,1.2,3,2,-242,55*,0.4,29,3.4*
COc1ccc(CCN2CC(C(=O)NCc3ccco3)CC2=O)cc1OC (stereo unspecified),-6,1.1,-2,-1,9,10,0.9,-1,0.9
CCCC(C)(C)NC(=O)CCCCC(=O)NC(C)(C)CCC,-8,1.1,6,9,11,18,0.8,4,0.9
O=C(CCCn1c(SCC(=O)NC2CCCCC2)nc2ccccc2c1=O)NCC1CCCO1 (stereo unspecified),-5,1.3,0,0,65*,36,0.6,-18,0.4
Cc1ccc(OC(C)C(=O)O)cc1C (stereo unspecified),-8,.,-1,1,.,.,.,-3,.
CCOC(=O)CS(=O)(=O)c1nc(-c2ccccc2)cc(C(F)(F)F)n1,-3,1.5,6,-2,59*,45,0.5,-11,0.4
O=C(O)c1ccc(-c2ccc(Cl)cc2Cl)o1,-9,1,0,0,32,-7,1.1,-8,0.7
O=C(CN1C(=O)CCSc2ccccc21)Nc1ccc2c(c1)OCCO2,-4,1,6,6,18,5,0.9,-23,0.8
O=C(CSCc1ccc(Cl)cc1)N1CCN(Cc2ccc3c(c2)OCO3)CC1,-12,.,9,-6,.,.,.,-16,.
Nc1nc(N2CCN(C(=O)c3ccco3)CC2)nc2ccccc12,-2,.,-1,-4,.,.,.,-24,.

# Continued, starting with the last 3 of the part before.
SMILES,PLK1 kinase inh,PLAP act,Rev-RRE block,EphB4 antag,CYP2C9 inh,CYP2C19 inh,CYP2C19 act,PLK1 PBD inh,CYP2C9 activ
O=C(CN1C(=O)CCSc2ccccc21)Nc1ccc2c(c1)OCCO2,-4,1,6,6,18,5,0.9,-23,0.8
O=C(CSCc1ccc(Cl)cc1)N1CCN(Cc2ccc3c(c2)OCO3)CC1,-12,.,9,-6,.,.,.,-16,.
Nc1nc(N2CCN(C(=O)c3ccco3)CC2)nc2ccccc12,-2,.,-1,-4,.,.,.,-24,.
CCOC(=O)C1=C(CSc2nccn2C)NC(=O)NC1c1ccc(OC)cc1 (stereo unspecified),-3,1.1,11,-3,17,31,0.7,-14,0.8
Cn1c(SCc2ccccc2F)nc2cccnc21,-17,0.9,3,-1,25,63*,0.4,13,0.8
O=C(COC(=O)c1cccnc1)c1ccc(Cl)c(Cl)c1,-10,1.2,1,-1,39,77*,0.2,-29,0.6
O=C(CCc1ccc(S(=O)(=O)NCCc2ccccc2)cc1)NCc1ccco1,-12,.,2,0,.,.,.,-18,.
CCCCNC(=S)NNC(=O)c1cc(C)on1,-2,2*,4,-1,14,26,0.7,4,0.9
c1ccc(Cn2c(-c3cccs3)nc3nc4ccccc4nc32)cc1,-4,0.9,8,-6,10,6,0.9,-17,0.9
CC(=O)N1CCc2cc(C(=O)CN3CCN(c4cccc(Cl)c4)CC3)ccc21,-8,1.4,1,-3,84*,32,0.7,-13,0.2
CCN(C(=O)COc1ncnc2ccc(Br)cc12)C1CCS(=O)(=O)C1 (stereo unspecified),7,1,2,-6,-10,-11,1.1,-12,1.1
CC1(C)CC(=O)C(C=N)=C(O)C1,.,1,.,.,-2,8,0.9,.,1
COc1ccc(Cc2nc(-c3cccc(C)c3)no2)cc1,-6,1,14,-3,-5,-3,1,-16,1
CCCCNC(=O)C1CCN(S(=O)(=O)c2cnc[nH]2)CC1,.,0.8,.,.,49,18,0.8,.,0.5
CN(C)C(=O)COC(=O)c1cc(Cl)cc(Cl)c1N,-13,1.3,6,3,-29,26,0.7,2,1.3
Cc1ccc(N(CC(N)=O)C2SC(=O)N(Cc3cccc(C(=O)O)c3)C2=O)cc1 (stereo unspecified),-4,1,2,3,6,13,0.9,-36,0.9
CCOc1ccc(S(=O)(=O)N(C)CCO)cc1-c1nc2c(C(C)(C)C)nn(C)c2c(=O)[nH]1,-3,1.1,9,-2,67*,64*,0.4,-22,0.3
Cc1ccc2[nH]c3c(=O)n(CCCN4CCN(C)CC4)cnc3c2c1,.,0.8,.,.,1,2,1,.,1
Cc1ccc(-c2ccc(/C=N/n3cnnc3)o2)cc1Cl,-12,0.9,11,6,61*,64*,0.4,15,0.4
Cc1ccc(C2=NNC(C(O)C(O)C(O)C(C)O)S2)cc1 (stereo unspecified),-11,1.1,8,2,-9,-12,1.1,-27,1.1
O=C(CN(c1ccc(F)cc1)S(=O)(=O)c1ccc2c(c1)OCCO2)NCc1ccncc1,-2,1.1,8,2,73*,90*,0.1,5,0.3
Cc1cc(C)n(-c2nnc(C)n2/N=C/c2ccco2)n1,0,0.9,2,6,-13,-2,1,34,1.1
CCC(c1nnc(SCC(=O)NCCc2ccc(Cl)cc2Cl)o1)N(C)C (stereo unspecified),-12,1.9,16,4,58*,79*,0.2,-24,0.4
Cc1cc(Nc2ccccc2)c2c([N+](=O)[O-])c(C)cc(C)c2n1,-4,1.1,17,-6,81*,78*,0.2,19,0.2
CCCCNC(=O)N1CCOCCOCCN(C(=O)NCCCC)CCOCCOCC1,-17,1.5,-3,5,-14,-7,1.1,-4,1.1
CCn1nc(C(=O)OCc2c(C)noc2C)c2ccccc2c1=O,-2,1.1,0,-6,76*,-35,1.4,-5,0.2
Cc1cc(C)cc(CC2CC(=O)N(c3ccc(Cl)cn3)C2=O)c1 (stereo unspecified),-3,1.3,1,4,-40,12,0.9,-7,1.4
O=C1CC(c2ccccc2)CC(O)=C1C=NCc1ccccc1 (stereo unspecified),-9,1,3,-3,18,22,0.8,5,0.8
# Next part:
SMILES,PLK1 kinase inh,PLAP act,Rev-RRE block,EphB4 antag,CYP2C9 inh,CYP2C19 inh,CYP2C19 act,PLK1 PBD inh,CYP2C9 activ
Cc1cc(C)c(C#N)c(N2CCN(CCOc3ccc(Cl)cc3)CC2)n1,-10,1.2,15,-2,22,16,0.8,-12,0.8
CCN(CC)CCCNC(=O)CCc1ccccc1,1,1.5,1,-1,1,7,0.9,-11,1
CCOC(=O)Nc1ccc2c(c1)N(C(=O)C(C)N1CCCC1)c1ccccc1CC2 (stereo unspecified),-8,1.8,5,3,15,0,1,-5,0.8
COC(=O)c1cc(OC)c(OC)cc1NC(=O)CSc1ccccc1,-2,1.4,-4,-1,7,65*,0.3,25,0.9
CCOC(=O)C1CCN(c2c([N+](=O)[O-])c(C(Cl)Cl)nn2-c2ccccc2)CC1,-5,1.2,5,-7,12,18,0.8,-14,0.9
COc1ccc(OC)c(CN2CCN(C(=O)c3cccs3)CC2)c1,-8,1.5,1,-5,70*,91*,0.1,16,0.3
Cc1ccc(N(Cc2ccco2)C(=O)c2cccc(S(=O)(=O)N(C)C)c2)cc1,-4,1.4,7,11,28,40,0.6,1,0.7
Cn1cccc1CNC(=O)Nc1ccc(Cl)cc1,-9,1,-2,-8,23,59*,0.4,-26,0.8
CCOC(=O)N1CCN(C(=S)NC(C)(C)C)CC1,-5,.,5,3,.,.,.,-6,.
O=C(CSC1=NCCS1)NC1CCCCC1,4,0.9,2,5,-4,-4,1,-30,1
COC(=O)CSc1nc(-c2ccc(C)cc2)c2c(c1C#N)CCCC2,-27,0.9,11,5,55*,45,0.5,-30,0.4
Cc1cc(C(=O)NCC(=O)O)c(C)o1,-5,0.9,14,5,-7,-12,1.1,3,1.1
Cc1nc(-c2ccccc2)sc1C(=O)/C=C/c1ccccc1,-13,1,11,-7,16,17,0.8,4,0.8
Cc1cccn2cc(CNC(=O)CC3CCCC3)nc12,0,0.9,5,-1,-9,20,0.8,23,1.1
Cc1ccc(-n2c(O)c(/C=N/n3cnnc3)c3ccccc3c2=O)cc1,-4&-5,1.1&1,7&8,-2&-1,91*,8&11,0.9&0.9,-11&-3,0.1&0.1
O=C(CCN1C(=O)COc2ccccc21)N1CCCCC1,-8,0.8,4,-1,8,30,0.7,14,0.9
O=C(CN(Cc1ccccc1Cl)C(=O)c1ccc(CN2CCOCC2)o1)NCc1ccccc1,-3,1.8,8,13,10,11,0.9,-21,0.9

# Some entries already given, reduced to CYP2C9 inh and PLAP act:
compound | CYP2C9 inh | PLAP act
Cc1c(NC(=O)c2cc(-n3cnnc3)ccc2Cl)cccc1-c1nc2ccccc2s1 | 19 | 1.3
COCCn1c(NCc2ccccc2)nc2c1c(=O)[nH]c(=O)n2C | -3 | 0.8
N#Cc1ncc(C(F)(F)F)cc1Sc1ccccc1N | 8 | 1

# One compound at a time, as listed above. Order of screens: PLK1 kinase inh	PLAP act	Rev-RRE block	EphB4 antag	CYP2C9 inh	CYP2C19 inh	CYP2C19 act	PLK1 PBD inh	CYP2C9 activ
# O=C(CCN1C(=O)COc2ccccc21)N1CCCCC1 as listed: -8	0.8	4	-1	8	30	0.7	14	0.9
# Cn1cccc1CNC(=O)Nc1ccc(Cl)cc1 as listed: -9	1	-2	-8	23	59*	0.4	-26	0.8
# COC(=O)CSc1nc(-c2ccc(C)cc2)c2c(c1C#N)CCCC2 as listed: -27	0.9	11	5	55*	45	0.5	-30	0.4

# Shown as a hit in PLAP act, of those listed so far:
SMILES,PLK1 kinase inh,PLAP act,Rev-RRE block,EphB4 antag,CYP2C9 inh,CYP2C19 inh,CYP2C19 act,PLK1 PBD inh,CYP2C9 activ
CCCCNC(=S)NNC(=O)c1cc(C)on1,-2,2*,4,-1,14,26,0.7,4,0.9
